Source: PubChem BioAssay (National Center for Advancing Translational Sciences (NCATS))
IkB signaling: IkB pathway inhibition in ABC-DLBCL cells | ABC-DLBCL IkBa-CBG/CBR dual luciferase ratio, 4 h; response scale: scaled: untreated 0%, proteasome inhibitor 100% | Potency, µM (highest dose often 57.1 µM), for the others: top-dose IkBa stabilization activation | 110,000 compounds, 0.04% hits | AID 445; active = well fitted curve in the direction sought with a large enough effect in the signal ratio, not every such curve was filed as active; inconclusive = small, poorly fitted or top-dose-only effect, or a change in a side signal; the % refers to the signal ratio;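 also: the direction sought is a rising ratio; 0% = basal untreated cells and 100% = reference inhibitor full response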
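In this assay, an IκBα–CBG68 fusion accumulates when IKK-driven degradation is blocked; native CBR normalizes for cell number. OCI-Ly3 cells were treated 4 h with compound and doxycycline, then green and red light read after Chroma-Glo addition.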
Imprint erasure: genomic imprint erasure induction | mouse ES Peg3-LacZ reporter, beta-gal luminescence, 40 h | 110,000 compounds, 0.02% hits | Potency, µM (doses to about 60.7 µM), without a hit: at the top dose activity change, positive = activation, hits mostly activators;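 also: 0% = negative control wells on the plate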
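Gelatin-coated wells received 300 freshly trypsinized female ES cells with a Peg3LacZ-Neo reporter on the maternal allele, then incubated 40 hours at 37C. BetaGlo was added for 5 minutes at room temperature before a single luminescence read.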
p53ts 39C kill: cytotoxicity in p53ts cells at nonpermissive temperature | H1299-p53A138V viability at 39C, ATP luminescence, 24 h | Potency, µM (series often up to 46.1 µM), without a hit: at the top dose activity change, negative = cell killing, most hits filed as cytotoxic | 130,000 compounds, 1.5% hits | AID 902; also: nearly all actives have a fitted effect of over 55% in size
p53ts 32C tox: p53ts cell cytotoxicity, permissive temperature; H1299-p53A138V at 32C, ATP luminescence viability, 24 h; Potency, µM (doses to about 46.1 µM), for inactives: at the highest dose activity change, negative = cytotoxicity, most hits filed as cytotoxic; 130,000 compounds, 0.93% hits; AID 924;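 also: 0% = DMSO and -100% = full killing by reference compound; nearly all actives have a fitted effect of over 55% in size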
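Viability by ATPlite luminescence after 24 h compound treatment (up to 46 uM) at the permissive 32C. Cells are H1299 carrying p53 A138V. Scale runs from DMSO basal to 100 uM tamoxifen as full kill; AC50 from Hill fits.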
Active calls of the source: *; ? = inconclusive; nt = not tested or not shown; & = joins results of further samples; [ ] = another dose, or the depositor's remark. Unless noted, calls follow the shape of the dose curve; as a rule, active = well fitted curve in the direction sought with a large enough effect; inconclusive = small, poorly fitted or top-dose-only effect, or another doubt; inactive = no such curve, though single readings can be large; an effect the other way counts as inactive or inconclusive. Unless noted, % is scaled to controls: 0 for no effect and ±100 for the full control effect; potency is read from the fitted curve at half-maximal effect. Rows were taken by chance; any-hit rate near 1.7%.

SMILES	IkB signaling	Imprint erasure	p53ts 39C kill	p53ts 32C tox
O=C1OCCC1S(=O)(=O)c1ccc2ccccc2c1 (stereo unspecified)	4.0%	8%	11%	0%
COCCN1CN(S(=O)(=O)c2ccccc2)c2nc3ccccc3nc21	6.5%	-14%	3%	5%
Cc1ccc(-n2nnnc2-c2cnn(-c3cccc(F)c3)c2C(F)(F)F)cc1	nt	nt	2%	-13%
CC(C)Cc1nn2c(=O)cc(COC(=O)c3ccc(NC(=O)c4cccs4)cc3)nc2s1	0.3%	-6%[10.9 µM]	5%	0%
Cc1cc2c(c(=O)n1CCCn1ccnc1)C(c1ccco1)C(C#N)=C(N)O2 (stereo unspecified)	-0.6%	-1%	12%	-5%
CCCCCN(C(=O)NC(=O)NC(C)CC)S(C)(=O)=O (stereo unspecified)	0.3%	-6%	-2%	-4%
COc1ccc(CCn2c3c(c(=O)[nH]c2=O)C(NC(=O)c2ccc(Cl)cc2)(C(F)(F)F)C(=O)N3)cc1OC (stereo unspecified)	-1.0%	-2%[10.9 µM]	-4%	1%
CCCCCNC(=O)C(=O)NCC(c1ccc2c(c1)OCO2)N1CCOCC1 (stereo unspecified)	0.4%	22%[10.9 µM]	-10%	2%
CCOC(=O)c1ccc(N2CC3=C(C2=O)C(c2ccc(OC)cc2)NC(=O)N3C)cc1 (stereo unspecified)	-0.8%	-14%[10.9 µM]	-3%	5%
Cc1cccc(N(C)S(=O)(=O)c2cccc3nsnc23)c1	1.3%	-7%	-8%	2%
O=C1Nc2ccccc2C(O)(C(=O)NCc2ccco2)N1c1ccccc1 (stereo unspecified)	2.2%	-5%	-3%	-5%
COc1cccc(N2C(=O)CSC23C(=O)N(CC(=O)NCc2ccc(C)cc2)c2ccccc23)c1 (stereo unspecified)	?	-7%[10.9 µM]	19%	2%
COCC(=O)N1c2nc(-c3ccco3)nn2C2(CCCCC2)[C@@H]2CCCC[C@@H]21	0.6%	-7%[10.9 µM]	0%	-2%
Cc1ccc2oc(C(=O)Nc3ccc(S(=O)(=O)Nc4nccc(C)n4)cc3)cc(=O)c2c1	-0.4%	-4%[10.9 µM]	-7%	2%
Cc1cnc(-c2nnc(N(C)C(=O)c3cnccn3)s2)cn1	-2.0%	nt	-1%	-7%
Cc1csc(NC(=O)CSc2nc(C)cs2)n1	-0.4%	?	-5%	-4%
O=C(Cc1coc(-c2ccc(F)cc2)n1)N1CCOCC1	nt	nt	13%	12%
C[C@H]1CC[C@H]2C(=O)N3[C@H](c4ccc(Br)cc4)[C@@H](C)CC[C@H]3C(=O)N2[C@@H]1c1ccc(Br)cc1	nt	nt	-5%[9.22 µM]	4%[9.22 µM]
CCc1ccccc1NC(=O)c1ccc2c(c1)CCN2S(C)(=O)=O	1.2%	-5%[10.9 µM]	-5%	5%
CCOc1ccc(CCNC(=O)CCn2c(=O)c3cccn3c3cccnc32)cc1	-1.1%	-7%[10.9 µM]	-7%	14%

Complete entries, quoted from the list:
`CCc1ccccc1NC(=O)c1ccc2c(c1)CCN2S(C)(=O)=O` is entered as IkB signaling = 1.2%; Imprint erasure = -5%[10.9 µM]; p53ts 39C kill = -5%; p53ts 32C tox = 5%
`COc1cccc(N2C(=O)CSC23C(=O)N(CC(=O)NCc2ccc(C)cc2)c2ccccc23)c1` (stereo unspecified) is entered as IkB signaling = ?; Imprint erasure = -7%[10.9 µM]; p53ts 39C kill = 19%; p53ts 32C tox = 2%

Retrieved by compound from the entries so far, 4 records:
SMILES	IkB signaling	Imprint erasure	p53ts 39C kill	p53ts 32C tox
CCCCCNC(=O)C(=O)NCC(c1ccc2c(c1)OCO2)N1CCOCC1 (stereo unspecified)	0.4%	22%[10.9 µM]	-10%	2%
CCc1ccccc1NC(=O)c1ccc2c(c1)CCN2S(C)(=O)=O	1.2%	-5%[10.9 µM]	-5%	5%
CCOc1ccc(CCNC(=O)CCn2c(=O)c3cccn3c3cccnc32)cc1	-1.1%	-7%[10.9 µM]	-7%	14%
O=C1OCCC1S(=O)(=O)c1ccc2ccccc2c1 (stereo unspecified)	4.0%	8%	11%	0%

Next structures:
SMILES	IkB signaling	Imprint erasure	p53ts 39C kill	p53ts 32C tox
O=C(NC1CCCC1)C1CC1c1ccccc1 (stereo unspecified)	-2.4%	-8%	3%	-6%
COC(=O)c1ccccc1NC(=O)c1ccc2c(c1)CCN2S(=O)(=O)c1ccc(Cl)cc1	-0.3%	8%[10.9 µM]	-6%	1%
OC(COc1ccc(Cl)cc1)CN1C2=NCCCN2c2ccccc21 (stereo unspecified)	1.0%	-20%	?	-18%
CCc1ccccc1NC(=O)CSc1nnc([C@@H](N)Cc2ccccc2)o1	0.5%	-10%	12%	2%
CCC1CN(C(=O)N2CCC(C(=O)NCCN(C)C)CC2)c2ccccc2O1 (stereo unspecified)	?	-8%[10.9 µM]	4%	-5%
CCc1sc(Nc2ccc(C)cc2Br)nc1-c1cc2cccc(OC)c2oc1=O	-0.6%	-8%[10.9 µM]	?	?
O=C(Cn1nnc2ccccc21)NCc1ccccc1	0.3%	-65%[inhibitor]	4%	-7%
CC1(C)CC(=O)c2c(nn(-c3ccccc3)c2-c2ccncc2)C1	nt	nt	17%	-3%
CO[C@@H]1COC(=O)CCC[C@@H](C)[C@H](OC)COC(=O)CCC[C@H]1C	nt	nt	7%[9.22 µM]	10%[9.22 µM]
COc1ccc(NS(=O)(=O)c2ccc3[nH]c4c(c3c2)CCCCCC4)cc1	?	7%[10.9 µM]	?	30%[activator]
COc1ccc(OC)c2sc(N3CCN(C(=O)CCS(=O)(=O)c4ccc(F)cc4)CC3)nc12	?	-6%[10.9 µM]	10%	-1%
CCOc1ccc(Nc2c(S(=O)(=O)c3ccc(C)cc3)cnc3ccc(OC)cc23)cc1	-2.7%	-16%[10.9 µM]	-16%	10%
CCOC(=O)C1CCCN(C(=O)c2cc3c(=O)n(C)c4ccccc4c3n2C)C1 (stereo unspecified)	-2.1%	-22%	-2%	2%
CC(C)(C)c1ccc(C(=O)NC(Cc2c[nH]c3ccccc23)C(=O)OCC(=O)c2ccccc2)cc1 (stereo unspecified)	?	-13%[10.9 µM]	0%	2%
O=C(/C=C/c1ccc(Cl)c(Cl)c1)N1CCc2ccccc21	nt	nt	9%	-15%
Cc1ccc(S(=O)(=O)NC(=O)NN2CC3CCCC3C2)cc1 (stereo unspecified)	nt	-18%&-11%	-4%&-2%	-1%&-8%
CCOc1ccc(C(=O)N2CCN(Cc3ccccc3)CC2)cc1	-0.6%	-12%	4%	-8%
CCc1cccc(-n2nnc(-c3nsc(NC(=O)c4cccs4)n3)c2C)c1	-1.0%	-20%[10.9 µM]	10µM*	-19%
COc1ccccc1-c1cc(C(=O)Nc2ccccc2C(F)(F)F)no1	?	10%[10.9 µM]	21%	2%
Cc1cc2c(cc1C)-n1c(-c3ccccc3)c3c(=O)n(C)c(=O)n(C)c3c1C(c1ccco1)N2 (stereo unspecified)	-0.1%	-11%[10.9 µM]	18%	16%

4 of these compounds, reformatted:
CC1(C)CC(=O)c2c(nn(-c3ccccc3)c2-c2ccncc2)C1
  IkB signaling = nt | Imprint erasure = nt | p53ts 39C kill = 17% | p53ts 32C tox = -3%

CO[C@@H]1COC(=O)CCC[C@@H](C)[C@H](OC)COC(=O)CCC[C@H]1C
  IkB signaling = nt | Imprint erasure = nt | p53ts 39C kill = 7%[9.22 µM] | p53ts 32C tox = 10%[9.22 µM]

COc1ccc(NS(=O)(=O)c2ccc3[nH]c4c(c3c2)CCCCCC4)cc1
  IkB signaling = ? | Imprint erasure = 7%[10.9 µM] | p53ts 39C kill = ? | p53ts 32C tox = 30%[activator]

COc1ccc(OC)c2sc(N3CCN(C(=O)CCS(=O)(=O)c4ccc(F)cc4)CC3)nc12
  IkB signaling = ? | Imprint erasure = -6%[10.9 µM] | p53ts 39C kill = 10% | p53ts 32C tox = -1%

(next part)
SMILES	IkB signaling	Imprint erasure	p53ts 39C kill	p53ts 32C tox
Cc1ccc(-c2onc(C)c2C)cc1S(=O)(=O)N1CCC(C)CC1	3.1%	-11%[10.9 µM]	-16%	10%
c1ccc(CCCNc2ncccn2)cc1	nt	nt	8%	-7%
COc1cc(-c2nc(Cc3ccccc3Cl)no2)cc(OC)c1OC	5.9%	-14%	-3%	9%
COC(=O)c1cc(S(=O)(=O)NCC2CCN(Cc3ccc(C)cc3)CC2)c[nH]1	-3.2%	11%[10.9 µM]	20%	1%
Cn1cc(-c2cc3n(n2)CCC(=O)N3CCCC(=O)NCc2ccccc2)c2ccccc21	-1.6%	7%[10.9 µM]	-12%	1%
COCCSc1ccccc1C(=O)Nc1nnc(COC)s1	2.0%	4%	-2%	2%
COc1ccc(N2CCN(C3=NS(=O)(=O)C(c4cccc(Br)c4)=C3C)CC2)cc1	0.2%	-4%[10.9 µM]	-2%	2%
COc1cc(CNc2ccc3[nH]c(=O)[nH]c3c2)ccc1OCc1ccc(F)cc1Cl	?	10%[10.9 µM]	-10%	-8%
CCN(CC)S(=O)(=O)c1nnc(NC(=O)COc2ccccc2F)s1	?	-16%[10.9 µM]	-20%	-8%
Fc1ccccc1OCCCN1CCOCC1	-0.4%	-3%	9%	3%
Cc1cccc(CNc2cc(-c3ccoc3)ncn2)c1	0.0%[11.4 µM]	-23%	-21%	-15%
COC(=O)Cn1cnc2c(C#N)c3n(c2c1=O)CCCCC3	-2.9%	-11%	4%	-2%
CC(=O)NCCOC(=O)Nc1ccncc1	0.4%	3%	2%	9%
CCn1c(COc2ccccc2)nnc1SCC(=O)NC1CCCCC1	0.6%	-4%	-1%	-1%
Cc1ccc(NC(=O)CCc2c(C)nc3c(-c4ccccc4)c(C)nn3c2C)c(C)c1	?	-7%[10.9 µM]	-4%	-7%
COC(=O)[C@@H]1C[C@@]2(O)[C@H](O)[C@H](O)[C@H](O)C[C@H]2N1Cc1ccc(-c2ccccc2)cc1	nt	-1%	-13%	0%
c1ccc2oc(CCc3nc4ccccc4o3)nc2c1	6.3%	nt	0%	-9%
O=C(Nc1ccc2c(c1)OCO2)C1CCN(C(=O)CSc2ncnc3ccccc23)CC1	?	-16%	9%	0%
Cc1c(OCC(F)(F)F)ccnc1CS(=O)c1nc2ccccc2[nH]1 (stereo unspecified)	2.3%[25.6 µM]	-28%	-9%	7%
Cc1ccc(NC(=O)C(CC(C)C)NC(N)=O)cc1Cl (stereo unspecified)	nt	nt	8%	-4%
CC(=O)c1c(C)[nH]c(C(=O)Nc2cc(C)ccc2C)c1C	0.6%	-18%	2%	-2%
Cc1cc(C(F)F)n2nc(C(=O)Nc3c(C)cccc3C)nc2n1	0.8%	-6%[10.9 µM]	8%	6%
COC(=O)C1=C(O)C(C(=O)OC)C(c2ccc(C)cc2)C(C#N)(C#N)C1c1ccc(C)cc1 (stereo unspecified)	nt	nt	7%	-2%
CN1CCN(c2ncncc2-c2ccccc2Cl)CC1	-1.0%[11.4 µM]	-11%	-2%	1%
O=C(Nc1sc2c(c1C(=O)NCC1CCCO1)CCC2)c1cc(=O)c2ccccc2o1 (stereo unspecified)	-1.6%	-10%[10.9 µM]	5%	0%
Cn1c(Sc2ccc(-c3cccnc3)n2C)ccc1-c1cccnc1	?	-13%[10.9 µM]	4%[9.22 µM]	2%[9.22 µM]
CCc1ccc(NC(=O)Cn2c(=O)n(Cc3nc(-c4ccccc4)no3)c(=O)c3cc4c(cc32)OCO4)cc1	0.7%	-5%[10.9 µM]	8%	12%
O=C(O)CCN1CCOCC1	-0.1%	-5%	7%	2%
C[C@H](NC(=O)OC(C)(C)C)c1nnc(SCc2c(F)cccc2Cl)o1	-2.6%	-14%[10.9 µM]	11%	3%
COc1ccc(C2C(C(=O)Nc3cccnc3)=C(C)Nc3nc(-c4ccc(OC)c(OC)c4)nn32)cc1 (stereo unspecified)	?	-10%[10.9 µM]	29%	11%
CS(=O)(=O)c1ccc(Cl)c(S(=O)(=O)NCc2ccccc2)c1	-0.5%	3%	3%	0%
O=C(Cn1ccn(-c2ccc(F)c(F)c2)c(=O)c1=O)Nc1ccccc1F	-0.8%	-13%[10.9 µM]	2%	1%
CCC(=O)N1CCc2cc(S(=O)(=O)CCC(=O)Nc3nc(C)cs3)ccc21	-1.6%	-22%	9%	-2%
O=C(NCCCN1CCCC1)c1ccc(CS(=O)(=O)c2ccc(Br)cc2)o1	0.0%	-15%	-7%	-6%
